GAA850 FXN act: activators of GAA850 frataxin (FXN) promoter; HEK293 lucGAA850 FXN promoter luciferase reporter, 24 h; percent of 10 µM SAHA response; activation, % at 6 µM; 360,000 tested, 0.56% active; AID 540364;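 active = activation above the average of all compounds screened plus 3 SD, cutoff fixed separately per campaign, cut at about 7.5% in these data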;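 also: 0% = DMSO wells and 100% = 10 µM SAHA wells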
DAX1 inh-1: NR0B1 (DAX1) inhibition | P51843 | AID 504766 | inhibition, % at 6.75 µM | 340,000 tested, 0.99% active | HEK293 Gal4-DAX1 luciferase reporter, luminescence;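 active = inhibition above the mean over all tested compounds plus 3 SD, cut at about 4.2% in these data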;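 also: 0% = DAX1-transfected cells with DMSO and 100% = empty-vector control cells with DMSO; inhibition shows as a rise in luminescence from relieved DAX1 repression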
ADAM17 inh: ADAM17 inhibition, QFRET primary screen; P78536; recombinant ADAM17, EDANS/DABCYL FRET peptide cleavage; AID 720648; inhibition, % at 6.95 µM; 370,000 tested, 0.83% active;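 active = inhibition above the mean of compounds lying between control limits plus 3 SD, set per campaign, cut at about 8.5% in these data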;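 also: 0% = DMSO-only wells as the low control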
Target sequence (P78536 215-824 limits assumed): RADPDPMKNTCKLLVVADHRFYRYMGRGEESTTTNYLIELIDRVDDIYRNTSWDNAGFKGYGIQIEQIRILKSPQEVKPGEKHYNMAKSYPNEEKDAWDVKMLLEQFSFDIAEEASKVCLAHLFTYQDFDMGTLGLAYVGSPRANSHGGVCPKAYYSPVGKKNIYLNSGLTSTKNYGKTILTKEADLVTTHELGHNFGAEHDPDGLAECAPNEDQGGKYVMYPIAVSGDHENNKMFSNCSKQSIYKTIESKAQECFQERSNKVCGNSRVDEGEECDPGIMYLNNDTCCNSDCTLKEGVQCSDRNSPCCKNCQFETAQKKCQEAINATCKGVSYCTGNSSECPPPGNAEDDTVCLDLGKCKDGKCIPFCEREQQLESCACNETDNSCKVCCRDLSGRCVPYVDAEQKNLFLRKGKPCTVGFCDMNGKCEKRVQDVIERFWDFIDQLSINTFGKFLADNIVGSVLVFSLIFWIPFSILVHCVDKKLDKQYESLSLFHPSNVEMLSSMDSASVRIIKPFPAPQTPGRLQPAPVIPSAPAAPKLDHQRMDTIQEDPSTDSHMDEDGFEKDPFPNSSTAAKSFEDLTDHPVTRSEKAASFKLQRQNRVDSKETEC
ssDAF12 agonist: activates DAF-12 receptor from parasite S. stercoralis. HEK293 ssDAF-12/GRIP1 lit1-tk-luc reporter, luminescence; % of 3 µM dafachronic acid response. activation, % at 6.8 µM. 370,000 tested, 1% active;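 active = activation above the mean over all tested compounds plus 3 SD, cut at about 0.9% in these data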;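 also: 0% = DMSO-only wells and 100% = 3 µM delta7-dafachronic acid wells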
hgDAF-12 ag: activates the H. glycines DAF-12 receptor ligand-binding domain; AID 687014; 370,000 tested, 1.8% active; activation, % at 6.8 µM; HEK293 GAL4-hgDAF12 UAS-luciferase reporter, agonist luminescence; normalized to butyrate control;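 active = activation above a cutoff set at the mean of all screened compounds plus 3 SD, cut at about 10% in these data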;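 also: 0% = DMSO wells and 100% = sodium butyrate wells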
PLC-beta3 inh: inhibitors of human phospholipase C beta3; Q01970; Purified PLC-beta3, fluorogenic substrate, fluorescence; inhibition, % at 12.2 µM; 370,000 tested, 0.18% active; AID 720704; in the data active = inhibition above about 11%;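 also: 0% = median of compound wells on plate and 100% = full blocker control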
sPLA2-III inh: Blocks human group III sPLA2 activity; AID 743126; 370,000 tested, 0.56% active; Q9NZ20; inhibition, % at 12.2 µM; QFRET BODIPY PC-A2 liposome hydrolysis, fluorescence;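 active = inhibition above mean plus 3 SD of compounds lying within the high and low control bounds, cut at about 19% in these data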;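 also: 0% = median of test compound wells and 100% = no enzyme DMSO wells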
Target sequence (Q9NZ20 whole entry, looked up): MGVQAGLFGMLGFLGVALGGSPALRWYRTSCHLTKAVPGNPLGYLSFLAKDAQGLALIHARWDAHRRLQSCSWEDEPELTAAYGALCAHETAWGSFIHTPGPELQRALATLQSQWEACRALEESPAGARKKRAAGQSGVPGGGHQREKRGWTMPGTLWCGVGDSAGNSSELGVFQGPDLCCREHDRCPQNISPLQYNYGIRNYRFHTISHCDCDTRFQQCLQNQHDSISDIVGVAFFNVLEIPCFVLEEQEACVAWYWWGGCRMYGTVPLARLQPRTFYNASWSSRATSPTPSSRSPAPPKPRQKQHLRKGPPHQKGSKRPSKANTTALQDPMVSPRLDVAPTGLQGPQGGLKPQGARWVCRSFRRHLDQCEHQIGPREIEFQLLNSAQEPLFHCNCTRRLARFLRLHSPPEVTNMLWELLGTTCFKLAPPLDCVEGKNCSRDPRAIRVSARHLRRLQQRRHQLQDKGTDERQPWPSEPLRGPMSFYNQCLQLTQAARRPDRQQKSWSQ
DAX1 inh-2: blocks DAX1 repression of SF-1 activated StAR promoter | AID 652010 | inhibition, % at 6.8 µM | HEK293T StAR-luciferase reporter, SF-1/DAX-1 repression relief | 370,000 tested, 1.1% active;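 active = inhibition above the mean over all tested compounds plus 3 SD, cut at about 3.6% in these data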;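 also: 0% = DAX-1 cells with DMSO and 100% = cells lacking DAX-1 with DMSO; higher inhibition means more luminescence from relief of DAX-1 repression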
PLCg1 inh: PLC-gamma1 (human) inhibition, primary screen | 370,000 tested, 0.84% active | purified PLC-gamma1, fluorogenic substrate, fluorescence | inhibition, % at 12.2 µM; in the data active = inhibition above about 9.5%
hcDAF12 agonist: H. contortus DAF-12 activation, primary screen; HEK293 hcDAF-12 lit1-tk-luc reporter, luminescence; 0% DMSO, 100% Δ7-dafachronic acid; activation, % at 6.8 µM; 370,000 tested, 1.4% active; AID 652067;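 active = activation above the mean of all tested compounds plus 3 SD, cut at about 5.5% in these data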;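 also: 100% = response to 3 µM Δ7-dafachronic acid high control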
ADAM10 inh: inhibits human ADAM10 | recombinant ADAM10, EDANS/DABCYL FRET peptide cleavage, 3 h | inhibition, % at 7 µM | 370,000 tested, 0.62% active;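 active = inhibition above a per-campaign cutoff equal to the mean of compounds falling between control-based bounds plus 3 SD, cut at about 20% in these data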;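 also: 0% = DMSO wells while the 100% control is not disclosed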
Numbers without * were called inactive; i = inactive; / = not tested or not shown. No enrichment for hits; any-hit rate near 6.9%.

SMILES | GAA850 FXN act | DAX1 inh-1 | ADAM17 inh | ssDAF12 agonist | hgDAF-12 ag | PLC-beta3 inh | sPLA2-III inh | DAX1 inh-2 | PLCg1 inh | hcDAF12 agonist | ADAM10 inh
Cc1cc(C)c2c(c1)cc(C)c1nnc(SCC(=O)Nc3cc(C)on3)n12 | -2.6 | 2.3 | -1.8 | -1.2 | 0.0 | 3.2 | -6.7 | -0.2 | 0.2 | -2.4 | 4.9
Cc1ccc(S(=O)(=O)Nc2cc(C)cc(CCNC=O)c2C)cc1 | -0.6 | 0.2 | -2.8 | 0.0 | -1.2 | 1.4 | -3.9 | -0.6 | -0.8 | -1.1 | -11.4
CC1CCCCN1C(=O)CSc1nnc(Cc2ccccc2)n1C (centres undefined) | -0.2 | -1.0 | -4.7 | -0.7 | -0.9 | 1.6 | 2.3 | 0.3 | -2.6 | -1.8 | -7.3
Cc1ccc(NC(=O)CSc2nc(=O)n(CCCN3CCOCC3)c3c2CCCC3)cc1F | -0.5 | 0.1 | -1.7 | -1.6 | -3.1 | -4.1 | -2.3 | -1.8 | 0.4 | -0.8 | -7.0
COc1ccc(S(=O)(=O)N2CCN(C(=O)c3c(C)nn(-c4ccccc4)c3Cl)CC2)cc1 | -0.5 | -0.2 | 2.0 | -0.6 | 0.7 | 0.3 | -6.5 | 0.5 | 2.8 | 0.4 | 3.6
O=S(=O)(Cc1cc(NCc2ccccc2)nc(-c2ccncc2)n1)c1ccccc1 | 2.4 | -0.3 | 1.9 | -0.9 | -3.4 | 0.8 | -2.1 | 0.2 | 1.4 | -0.9 | 5.2
COCC(=O)NCCc1ccc(S(N)(=O)=O)cc1 | 2.1 | 1.4 | -4.7 | -1.6 | -0.4 | 1.2 | 0.1 | 0.1 | 0.2 | -0.7 | -5.9
CCCn1c(=O)c(C(=O)NCc2ccccc2Cl)c(O)c2ccccc21 | 1.3 | -0.5 | -5.0 | -0.9 | 0.7 | -7.4 | 5.3 | 0.0 | 0.7 | -0.8 | -6.6
CC(=O)N1CCN(c2nc(CC(C)C)c3c(c2C#N)CCC3)CC1 | 2.4 | -1.7 | -126.1 | -1.3 | 1.1 | -82.3 | -3.4 | -0.7 | -67.4 | -1.3 | -387.9
CCOC(=O)N1CCC(NC(=O)Cn2cc3c(n2)CCCCC3)CC1 | -1.0 | -0.3 | -1.0 | -1.6 | 1.4 | 0.8 | 1.4 | 1.0 | 0.7 | -1.9 | -6.2
CC(C)(C)C(=O)Nc1nnc(-c2ccncc2)o1 | 1.5 | 0.2 | -17.9 | -1.1 | -0.9 | -12.0 | 0.1 | -0.3 | -7.6 | -2.3 | -39.9
COC(=O)c1sc2nc(C)c([N+](=O)[O-])c(C)c2c1N | 6.3 | 1.5 | -4.9 | -0.8 | -0.1 | -3.5 | 1.6 | 0.1 | -4.8 | 0.2 | -9.8
CN1C(=O)C(CC(=O)NC2CCCCC2)N(C)C1=O (centres undefined) | -1.4 | 1.0 | -2.3 | -1.4 | -2.1 | -5.1 | 0.3 | 0.3 | -0.9 | 0.5 | 4.9
COc1cc(CCC(=O)Nc2cnc3ccccc3c2)cc(OC)c1OC | 1.4 | -2.0 | -7.7 | 0.1 | -1.7 | -8.5 | -0.6 | -0.8 | -0.9 | 0.4 | -15.9
Cc1ccc(S(=O)(=O)Oc2ccccc2N2C(=O)C3CC=CCC3C2=O)cc1 (centres undefined) | 0.4 | 1.4 | -2.7 | -1.7 | -1.6 | -0.8 | -3.3 | 0.3 | 0.2 | -1.8 | -2.5
CCCCCCC1CC(/C(C)=N\NC(N)=O)OC1=O (centres undefined) | 1.7 | -0.1 | 2.8 | -1.7 | 0.0 | 1.1 | 13.3 | -0.5 | 6.8 | -1.1 | -9.6
CC1(C)C2CC=C(/C=N/NC(=O)C3CC3)C1C2 (centres undefined) | 0.4 | 0.4 | 0.4 | -1.0 | -0.8 | 0.8 | 3.7 | 0.2 | 3.2 | 1.2 | -3.0
CC(=O)Nc1ccc(NC(=O)c2csc([C@@H]3O[C@H](CO)[C@H](O)[C@H](O)[C@H]3O)n2)cc1 | 0.0 | / | -4.3 | -1.1 | 3.2 | 1.6 | -2.2 | -0.2 | -0.7 | -0.8 | -11.9
Cc1ccc(S(=O)(=O)n2nccc2-c2c(-c3ccccc3)noc2C)cc1 | -2.8 | / | 4.8 | -2.4 | -2.6 | -4.9 | -3.5 | -1.2 | 1.8 | -3.1 | 9.3
CC(C)c1ccc(N2C(=O)CSC23C(=O)N2CCCc4cccc3c42)cc1 (centres undefined) | 1.5 | 1.1 | -7.0 | -1.1 | -2.1 | 2.3 | -1.3 | -0.2 | -3.1 | 0.1 | 1.8
COc1ccc(CC(=O)N2CC3(C)CC2CC(C)(C)C3)cc1 (centres undefined) | 1.9 | 0.1 | 1.1 | -0.6 | 0.0 | 3.9 | -5.1 | -0.3 | 6.7 | -1.5 | -5.4
CCn1cc(C(=O)NCC(C)C)c(=O)c2cc(F)c(N3CCN(C(=O)c4ccco4)CC3)cc21 | 3.5 | -0.9 | -23.6 | -1.0 | 0.0 | -76.1 | -2.5 | 0.1 | -49.7 | -2.4 | -78.8
Cc1c(Cc2ccccc2)c(=O)oc2cc(O)ccc12 | 2.2 | 0.8 | i | -0.6 | -0.7 | i | -26.2 | -0.6 | i | -0.9 | i
COc1ccc(C(C(=O)Nc2ccc(C(C)C)cc2)N(Cc2ccco2)C(=O)CC2NC(=O)NC2=O)cc1 (centres undefined) | -3.1 | -0.5 | 3.6 | -1.4 | -0.5 | -9.8 | -40.9 | -0.3 | 0.9 | 0.5 | 9.1
O=C(Nc1ccc(N2CCN(C(=O)c3ccco3)CC2)cc1)c1cccs1 | 0.5 | -1.0 | 1.6 | -1.1 | -1.0 | 1.4 | 2.4 | -0.6 | 0.6 | -1.8 | -4.7

Part of the list above, reduced to DAX1 inh-2.
| molecule | DAX1 inh-2 |
| --- | --- |
| Cc1ccc(NC(=O)CSc2nc(=O)n(CCCN3CCOCC3)c3c2CCCC3)cc1F | -1.8 |
| COc1ccc(S(=O)(=O)N2CCN(C(=O)c3c(C)nn(-c4ccccc4)c3Cl)CC2)cc1 | 0.5 |

Other compounds.
SMILES | GAA850 FXN act | DAX1 inh-1 | ADAM17 inh | ssDAF12 agonist | hgDAF-12 ag | PLC-beta3 inh | sPLA2-III inh | DAX1 inh-2 | PLCg1 inh | hcDAF12 agonist | ADAM10 inh
COc1ccc(Cn2nnnc2C(c2ccccc2Cl)N2CCN(C3CCCC3)CC2)cc1 (centres undefined) | -0.9 | 0.0 | -0.7 | -1.4 | 4.1 | 1.6 | -5.0 | 0.1 | 6.2 | -1.0 | -1.8
Cc1cc(C(=O)N/N=C/c2cccc(OC(=O)c3cccc(Br)c3)c2)n[nH]1 | 2.4 | 0.7 | -3.9 | -0.4 | 1.9 | -4.8 | 5.1 | 1.5 | 1.3 | 0.6 | -10.0
CCCCn1c2nc3ccccc3nc2c2c(=N)oc(C)nc21 | 4.2 | 0.9 | -127.0 | -1.3 | -0.7 | -82.5 | -3.7 | 0.0 | -75.2 | 1.0 | -388.4
Cc1cc(OCC(=O)Nc2ccc(CN3CCOCC3)cc2)c2c(C)c(C)c(=O)oc2c1 | -1.4 | 0.7 | -21.2 | -1.1 | 0.7 | -35.9 | 1.4 | 0.9 | -22.3 | -2.9 | -72.4
COc1ccc(C)cc1S(=O)(=O)Nc1ccc(-n2c(C)nc3ccccc3c2=O)cc1 | -1.7 | -3.7 | -1.9 | -1.0 | -1.5 | -2.3 | -13.7 | -0.1 | -3.2 | -1.1 | 2.6
Cc1cc(=O)n(C(C)c2ccccc2)n1C(C)c1ccccc1 (centres undefined) | -0.2 | 1.4 | 4.0 | -1.4 | -0.7 | 5.3 | 1.1 | -0.2 | 3.9 | -1.2 | -2.0
CCCOc1ccc(/C(O)=C2/C(=O)C(=O)N(c3cc(C)on3)C2c2ccc(C(=O)OC)cc2)cc1 (centres undefined) | -1.5 | -0.2 | -0.6 | -1.5 | 0.9 | -1.2 | -10.8 | -0.2 | -6.0 | 0.8 | 0.3
COc1ccccc1CC(=O)Nc1ccc([N+](=O)[O-])cc1O | 2.7 | 5.9* | 1.7 | -0.3 | -1.4 | 1.6 | -12.2 | -0.3 | -1.6 | 1.0 | 10.4
CCCC(=O)NCc1ccccc1Cl | 2.7 | 0.5 | -2.4 | 0.3 | -2.1 | -4.0 | -0.3 | 0.6 | 0.2 | -0.1 | 0.5
CCc1ccc(OCC(=O)OC(C)C(=O)Nc2ccc(Cl)cn2)cc1 (centres undefined) | 0.4 | 0.1 | -0.9 | -0.5 | -3.6 | -6.3 | -1.6 | 0.6 | 0.1 | -0.3 | 6.1
Cc1cc(OCC(=O)Nc2ccncc2)c(C)cc1Br | 1.1 | -2.0 | 3.9 | -1.8 | -1.6 | 6.2 | -10.4 | -1.2 | 6.6 | -2.3 | 2.7
CCCCN(CC)S(=O)(=O)N1CCC(C(=O)NCCCN2CCOCC2)CC1 | -0.7 | 3.6 | 0.8 | -1.4 | 0.5 | 5.7 | -3.2 | -0.1 | 2.6 | 0.1 | 1.4
O=C(COC(=O)CNC(=O)c1ccc([N+](=O)[O-])o1)Nc1ncc(Cl)cc1Cl | 2.0 | 0.2 | 2.2 | -1.4 | 1.7 | -11.6 | -1.8 | 1.3 | -3.2 | 2.0 | -6.2
CSc1ncnc2c1ncn2CCCN1CCN(Cc2cccc3ccccc23)CC1 | -1.4 | -1.1 | -0.3 | -1.1 | -2.1 | -3.2 | -8.7 | -1.1 | -1.4 | -1.4 | -2.5
CCCN1C(=O)CC(=O)N=C1SCC(=O)Nc1ccccc1F | 0.3 | 0.7 | 6.1 | -1.1 | -0.5 | -3.8 | -7.0 | 0.8 | 2.2 | 0.9 | 12.0
CCc1ccc(-c2n[nH]nc2C2=CC(=O)C[C@H](c3ccc(F)cc3)C2)cc1 | 0.1 | -0.4 | 3.4 | -1.8 | 2.7 | -42.5 | -46.6 | -0.6 | -28.0 | -1.9 | 14.7
C[C@@H](C(=O)NCc1ccccc1)[C@@H]1C[C@@]1(C)[C@@H](NC(=O)OCc1ccccc1)c1ccccc1 | -2.1 | -1.4 | 0.6 | -1.3 | -1.3 | 0.3 | -17.9 | -0.4 | -3.6 | -1.5 | 1.6
COc1ccc(/C=C2\CCC/C(=C\C=N\N(C)C)C2=O)cc1 | 3.2 | -0.8 | 3.7 | -1.6 | -1.7 | -23.7 | -1.2 | -0.2 | -14.1 | -1.2 | 4.9
CCOCCCn1c(SCC(=O)Nc2cc(OC)ccc2OC)nc2ccccc2c1=O | 0.8 | 0.6 | -0.9 | -1.7 | -0.9 | -5.9 | -6.7 | -0.5 | 1.5 | -2.2 | 4.6
CC(=O)Nc1ccc(C(=O)N(C)C(C(=O)Nc2ccc(C)cc2)c2ccccn2)cc1 (centres undefined) | 1.6 | -0.6 | -3.6 | -0.3 | 1.1 | -2.3 | 5.4 | 0.3 | -0.1 | 4.4 | -8.0
COc1ccc(C(=O)Nc2ccc(C(=O)N3CCOCC3)cc2)cc1OC | -1.9 | -0.8 | -0.7 | -1.2 | 4.0 | -4.2 | -2.0 | 0.0 | 0.6 | -0.2 | -3.8
